Screens as filed in PubChem.
NPY Y1 blocker: NPY-Y1 (human) receptor antagonism; P25929; HEK293-CNG Y1 cells, membrane potential fluorescence; NPY at EC95, then isoproterenol; inhibition, % at 3.6 µM; 200,000 tested, 1% active;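 active = inhibition above the campaign mean inhibition of all tested compounds plus 3 SD, cut at about 20% in these data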;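 also: 0% = DMSO wells given NPY plus isoproterenol and 100% = isoproterenol alone without NPY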
Target sequence (P25929 whole entry, looked up): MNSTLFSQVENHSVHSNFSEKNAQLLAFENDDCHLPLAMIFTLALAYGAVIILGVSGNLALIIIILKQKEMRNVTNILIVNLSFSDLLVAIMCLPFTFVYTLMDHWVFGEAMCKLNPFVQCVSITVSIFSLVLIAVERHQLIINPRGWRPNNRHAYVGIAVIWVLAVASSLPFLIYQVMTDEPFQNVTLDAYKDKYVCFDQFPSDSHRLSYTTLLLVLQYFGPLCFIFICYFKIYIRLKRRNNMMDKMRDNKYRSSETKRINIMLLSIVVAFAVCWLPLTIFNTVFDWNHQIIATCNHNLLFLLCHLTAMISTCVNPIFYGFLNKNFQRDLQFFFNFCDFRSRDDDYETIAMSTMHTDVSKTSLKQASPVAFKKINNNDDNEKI
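Material: Y1- and CNG-channel-expressing HEK293 cells / Probe or stimulus: NPY 25 nM then isoproterenol 1 µM plus Ro 20-1724 25 µM / Doses: 3.6 µM single dose, DMSO 0.4% / Schedule: compound incubation 1 h at room temperature, readout 45 min post-stimulation / Signal: membrane potential fluorescence / Benchmarks: isoproterenol-only wells as full block versus NPY-plus-isoproterenol wells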
S1P4 antagonist: antagonists of human S1P4 receptor; O95977; S1P4-expressing cells, antagonist mode, reporter read-out; inhibition, % at 4.98 µM; 220,000 tested, 0.26% active; AID 1510; in the data active = inhibition above about 29%;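 also: 0% = wells stimulated with agonist and 100% = vehicle wells without agonist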
Target sequence (O95977 whole entry, looked up): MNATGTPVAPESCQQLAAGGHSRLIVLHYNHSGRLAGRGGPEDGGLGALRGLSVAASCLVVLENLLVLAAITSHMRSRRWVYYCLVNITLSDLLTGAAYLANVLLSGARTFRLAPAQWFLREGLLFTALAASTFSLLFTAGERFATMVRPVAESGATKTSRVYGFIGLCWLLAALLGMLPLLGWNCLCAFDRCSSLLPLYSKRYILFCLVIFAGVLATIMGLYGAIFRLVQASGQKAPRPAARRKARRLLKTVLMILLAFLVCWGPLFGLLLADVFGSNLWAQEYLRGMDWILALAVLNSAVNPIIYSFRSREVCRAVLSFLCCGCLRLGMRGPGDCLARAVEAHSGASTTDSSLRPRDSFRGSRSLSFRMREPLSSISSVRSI
S1P4 ag: human S1P4 receptor agonism; activation, % at 4.98 µM; O95977; S1P4-expressing cell line, agonist reporter assay; 220,000 tested, 0.35% active; AID 1509; in the data active = activation above about 11%;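 also: 0% = DMSO vehicle and 100% = reference agonist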
NPY1 pot ag: human NPY-Y1 potentiation or agonism, primary screen; P25929; activation, % at 3.6 µM; 220,000 tested, 0.37% active; NPY-Y1 expressing cells, potentiator/agonist activation; in the data active = activation above about 33%, passing the limit was not always enough;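 also: cells stimulated with NPY at EC10 then isoproterenol at EC100; 0% = low agonist plus stimulus and 100% = saturating agonist plus stimulus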
eIF4E 4G PPI: eIF4E/eIF4G interaction inhibition in translation initiation; TR-FRET eIF4E-eIF4GI(517-606) binding, 2 h; 220,000 tested, 0.37% active; AID 782; inhibition, % at 21.7 µM;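 active = inhibition above about 30%, limit read from the data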;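 also: 0% = full FRET control wells and 100% = background wells lacking eIF4GI fragment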
NPY-Y2 PAM-ag: potentiators or agonists of human neuropeptide Y receptor Y2; P49146; cells expressing NPY-Y2, potentiator/agonist read-out; activation, % at 3.6 µM; 220,000 tested, 0.45% active; in the data active = activation above about 27%;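 also: cells stimulated with NPY near EC25 plus isoproterenol at EC100; 0% = vehicle plus submaximal agonist and 100% = vehicle plus saturating agonist; some results beyond the cut were filed as inactive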
EP2 mod: modulators of human EP2 prostaglandin E2 receptor; induction, % at 25 µM; 260,000 tested, 0.83% active; EP2-expressing cells, cAMP HTRF FRET, PGE2 co-stimulation;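 active = compounds whose cAMP rise, as percent of the full-agonist control response, exceeds 60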;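 also: rat C6 glioma line stably carrying human EP2 under a CMV promoter; the protocol text gives 20 µM as final concentration; 100% = response of wells given 1 µM PGE2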
PGE2 EP2 inh: blocks the human prostaglandin E2 receptor EP2; P43116; C6 glioma cells expressing human EP2, cAMP TR-FRET; cells stimulated with saturating PGE2; inhibition, % at 25 µM; 260,000 tested, 0.52% active; AID 1422;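 active = percent inhibition above 40 after rounding to a whole number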;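 also: rat C6 glioma host cells with rolipram phosphodiesterase inhibitor present; the protocol text gives 20 µM as final concentration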
p97 ATPase inh: blocks human p97 ATPase activity; recombinant p97 ATPase, Kinase-Glo ATP luminescence, 3 h; inhibition, % at 8 µM; 220,000 tested, 0.42% active; in the data active = inhibition above about 15%;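 also: 0% = DMSO vehicle and 100% = wells lacking enzyme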
An asterisk follows results filed as active; x = no result given; & = joins results of further samples; [ ] = another dose, or the depositor's remark. Some of the compounds tested. The share of hits here may be higher or lower than overall.

Start of the data: the first 12 entries as a preview:
SMILES	NPY Y1 blocker	S1P4 antagonist	S1P4 ag	NPY1 pot ag	eIF4E 4G PPI	NPY-Y2 PAM-ag	EP2 mod	PGE2 EP2 inh	p97 ATPase inh
COc1ccc(S(=O)(=O)N(CC(=O)NC2CC2)c2ccc(C)cc2)cc1OC	-1	-3	2.6	-13	15	4	-9	5	2
CN(CCOc1ccccc1)S(=O)(=O)c1ccc2oc3ccccc3c2c1	8	-9	0.3	-38	-3	-21	-26	x	2
Cc1ccc(CNC(=O)c2sc3ccc(S(=O)(=O)N4CCCCC4)cc3c2N)cc1	-1	-17	0.6	-19	-4	6	-12	8	4
O=c1cc(O)c(-c2ccccc2Cl)c(Cl)[nH]1	2	-6	1.8	-10	4	-1	19	27	0
Fc1ccc(-c2n[nH]c(=S)n2/N=C/c2c[nH]c3ccccc23)cc1	1	-7	-2.5	2	-3	8	12	9	-5
CCOc1ccc(C(=O)C(C)=O)c(OCC)c1	-2	-10	1.2	-5	0	-19	-18	3	-6
Cc1ccc(-n2nc(CC#N)c(C#N)c2N)cc1	0	-30	2.6	-17	-3	7	4	14	-2
C=CCNC(=O)C(=O)N/N=C/c1ccco1	-3	-1	2.7	1	-5	3	21	6	-3
COc1ccc(CCN2C(=O)/C(=C\c3ccco3)SC2=S)cc1OC	-4	-7	0.2	-12	5	-1	-40	3	4
O=C(O)CCC(=O)Nc1sc2c(c1C(=O)Nc1ccccc1)CCCCC2	-5	-14	0.8	13	5	3	6	9	7
Cc1cnc(C(=O)OCC(=O)N2c3ccccc3CC2C)cn1 (stereo not given)	2	3	0.5	15	2	-4	15	2	3
CCOc1ccccc1C1CC(=O)Nc2cc3c(cc21)OCCO3 (stereo not given)	11	-4	1.6	5	6[fluorescence artefact?]	-6	12	5	1

Main list, previewed entries included:
SMILES	NPY Y1 blocker	S1P4 antagonist	S1P4 ag	NPY1 pot ag	eIF4E 4G PPI	NPY-Y2 PAM-ag	EP2 mod	PGE2 EP2 inh	p97 ATPase inh
COc1ccc(S(=O)(=O)N(CC(=O)NC2CC2)c2ccc(C)cc2)cc1OC	-1	-3	2.6	-13	15	4	-9	5	2
CN(CCOc1ccccc1)S(=O)(=O)c1ccc2oc3ccccc3c2c1	8	-9	0.3	-38	-3	-21	-26	x	2
Cc1ccc(CNC(=O)c2sc3ccc(S(=O)(=O)N4CCCCC4)cc3c2N)cc1	-1	-17	0.6	-19	-4	6	-12	8	4
O=c1cc(O)c(-c2ccccc2Cl)c(Cl)[nH]1	2	-6	1.8	-10	4	-1	19	27	0
Fc1ccc(-c2n[nH]c(=S)n2/N=C/c2c[nH]c3ccccc23)cc1	1	-7	-2.5	2	-3	8	12	9	-5
CCOc1ccc(C(=O)C(C)=O)c(OCC)c1	-2	-10	1.2	-5	0	-19	-18	3	-6
Cc1ccc(-n2nc(CC#N)c(C#N)c2N)cc1	0	-30	2.6	-17	-3	7	4	14	-2
C=CCNC(=O)C(=O)N/N=C/c1ccco1	-3	-1	2.7	1	-5	3	21	6	-3
COc1ccc(CCN2C(=O)/C(=C\c3ccco3)SC2=S)cc1OC	-4	-7	0.2	-12	5	-1	-40	3	4
O=C(O)CCC(=O)Nc1sc2c(c1C(=O)Nc1ccccc1)CCCCC2	-5	-14	0.8	13	5	3	6	9	7
Cc1cnc(C(=O)OCC(=O)N2c3ccccc3CC2C)cn1 (stereo not given)	2	3	0.5	15	2	-4	15	2	3
CCOc1ccccc1C1CC(=O)Nc2cc3c(cc21)OCCO3 (stereo not given)	11	-4	1.6	5	6[fluorescence artefact?]	-6	12	5	1
CCOC(=O)C1CCCN(C(=O)c2ccc(Cl)c(S(=O)(=O)N3CCCCC3)c2)C1 (stereo not given)	3	-10	-1.0	-8	1	-1	-17	4	-5
COc1ccc(OC)c(NC(=O)C2CCN(S(C)(=O)=O)CC2)c1	11	-4	1.6	-9	0	7	17	3	3
COc1ccc(CN2C(=O)NC3(CCOc4ccccc43)C2=O)cc1F (stereo not given)	5	-15	0.7	4	2	-6	21	6	2
Cc1ccc(CCNC(=O)C2CCCN(S(=O)(=O)c3cnc[nH]3)C2)cc1 (stereo not given)	0	-5	-0.6	-14	0[fluorescence artefact?]	-2	4	15	-1
CC(C)N1C(=O)C(O)(C2COC(C)(C)CC2=O)c2ccccc21 (stereo not given)	5	-6	-0.2	3	-3	8	9	12	4
Cc1cc(C)nc(NC2=NCC(=O)N2c2ccccc2)n1	-5	5	-2.0	2	1	1	0	13	4
Cc1ccccc1NC(=S)NCCc1ccccn1	2	-5	1.2	12	3	1	18	5	3
COc1ccc(OC)c(NC(=O)CCN2CCN(Cc3ccccc3)CC2)c1	7	4	2.5	11	-5	-17	-2	6	-3
COc1cc(OC)c(OC)cc1/C=N/Nc1ncnc2c1[nH]c1ccc(C)cc12	x	-20	0.6	9	-41	-7	0	6	2
O=C(O)CC(CC(=O)Nc1ccc(C(=O)O)cc1)c1ccccc1 (stereo not given)	x	11	-0.5	-6	7	-2	20	3	1
CS(=O)(=O)c1ccc2nnn(OCC(=O)Nc3ccc(Br)cc3Br)c2c1	3	-11	0.3	-20	0	-14	-43	0	-1
Cc1c(C(=O)N2CCCC2)sc(NC(=O)c2ccc(Cl)cc2)c1C#N	-2	-9	1.5	-12	-7	-6	-16&19	12&13	-5
CCCCOc1ccc(N(CC(=O)NC2CCCC2)C(=O)CCC(=O)Nc2ccccn2)cc1	-1	1	3.3	8	5[fluorescence artefact?]	-10	-9	3	4
COc1ccc(Cc2nnc(NC(=O)c3cccs3)s2)cc1OC	7	10	-1.2	6	0	8	-5	5	11
O=C(c1ccc2c(=O)n3c(nc2c1)CCCCC3)N1CCN(c2ccccc2)CC1	x	-13	0.7	-6	-3	0	2	6	2
COCCN1CCC(CNCc2c(C(=O)N3CCCCC3)nc3c(C)cccn23)C1 (stereo not given)	x	13	0.0	-11	-6	-8	2	10	-4
O=C(Cc1csc(-c2ccccc2)n1)Nc1ccc(C(F)(F)F)cc1	5	-17	0.7	-19	5[fluorescence artefact?]	-7	-35	4	-3
CCOc1ccccc1NC(=O)C(OC(=O)c1ccc(CC)cc1)c1ccccc1 (stereo not given)	6	-8	1.0	8	-2	14	57	7	0
CC1(C)Cc2nc3sc4c(=O)n(CC(=O)NCc5ccco5)cnc4c3cc2CO1	-2	4	-0.2	9	2	-9	19	4	2
Cc1onc(-c2ccccc2)c1C(=O)Nc1ccc(S(=O)(=O)N2CCCCC2)cc1	2	-4	2.4	27	-4	20	26&42	21&8	2
O=C(CSc1ccccc1)Nc1nnc(/C=C/c2ccccc2)s1	-3	-18	-1.1	-15	10	-2	5	6	5
CNC(=O)CN(c1ccc2c(c1)OCCO2)S(C)(=O)=O	5	0	-1.3	-15	-4[fluorescence artefact?]	6	-14	7	-4
CC(Oc1ccc(Br)cc1Br)C(=O)NC1CCCC1 (stereo not given)	7	-4	14*	4	-1	0	11	5	-1
Cc1cc(C)c(NC(=O)/C(=C/c2ccco2)c2ccccc2)c(C)c1	14	13	2.9	-6	-7	14	46	20	-4
OC[C@@H](O)[C@H](O)C(/C=N/Nc1ccccc1)=N\Nc1ccccc1	x	-1	0.9	19	1	10	-23	6	0
CCOc1ccc(NC(=O)c2cc(Cl)nc3ccccc23)cc1	x	17	-0.6	-65	7	-76	-4	8	5
CNc1ccc(Br)cc(C(=O)/C=C/c2ccc(OC)cc2OC)c1=O	2	-11	0.5	19	12	7	-3	8	5
CCOC(=O)C(NC(=O)CC)(Nc1ccccc1OC)C(F)(F)F (stereo not given)	-5	8	-0.7	5	4	7	2	2	-4

Record cards, as listed above. Screens in order: NPY Y1 blocker, S1P4 antagonist, S1P4 ag, NPY1 pot ag, eIF4E 4G PPI, NPY-Y2 PAM-ag, EP2 mod, PGE2 EP2 inh, p97 ATPase inh
`COc1ccc(Cc2nnc(NC(=O)c3cccs3)s2)cc1OC` across the screens: 7, 10, -1.2, 6, 0, 8, -5, 5, 11
`CS(=O)(=O)c1ccc2nnn(OCC(=O)Nc3ccc(Br)cc3Br)c2c1` across the screens: 3, -11, 0.3, -20, 0, -14, -43, 0, -1

Next records
SMILES	NPY Y1 blocker	S1P4 antagonist	S1P4 ag	NPY1 pot ag	eIF4E 4G PPI	NPY-Y2 PAM-ag	EP2 mod	PGE2 EP2 inh	p97 ATPase inh
COc1ccc2cc3cc(C(=O)NCc4cccs4)oc3nc2c1	-1	6	-3.9	8	-5	0	-15	13	2
O=C(CN1C(=O)c2cccnc2C1=O)c1ccccc1	1	-18	0.7	10	-2	7	25	4	1
Cc1ccc(S(=O)(=O)N(CC(=O)Nc2ccccc2C(=O)O)c2ccccc2)cc1	1	5	-0.1	27	0	-9	16	3	2
O=C(NCCCn1ccnc1)c1cc(S(=O)(=O)N2CCOCC2)c(Cl)cc1Cl	0	-17	0.5	-6	2[fluorescence artefact?]	11	21	17	-1
Cn1cnc(S(=O)(=O)Nc2ccccc2C(=O)NCC2CC2)c1	x	2	0.5	5	-6	-24	54	5	-1
O=C(CCCn1c(SCC(=O)c2ccc(O)c(O)c2)nc2ccccc2c1=O)NCC1CCCO1 (stereo not given)	-4	-4	1.8	0	4	-5	-30	6	5
CCOc1cc(C(=O)Nc2ccon2)cc(OCC)c1OCC	4	-4	0.1	-14	5	1	-11	8	-2
Cc1ccc(CSCCNS(=O)(=O)c2ccc(C)cc2)cc1	10	-1	0.0	-6	10	-2	33	7	-2
COc1ccc(OC)c(-c2cc(C(=O)Nc3c(C)nn(Cc4ccccc4C)c3C)no2)c1	-3	-11	1.1	-3	7	-10	-13	8	3
CC(C)c1ccc(Nc2nc(CC(=O)O)cs2)cc1	6	-6	2.1	12	-3	9	25	5	2
Cc1cccc(Nc2c3c(nc4ccccc24)CCC3)c1	x	-2	1.6	-29	0	-28	-41	18	0
Cc1ccc(Nc2ccc(C(N)=O)cc2[N+](=O)[O-])cc1C	9	-6	1.0	12	5	-4	-42	9	-4
Cc1ccc(N(CC(O)CN2CCCC2)S(=O)(=O)c2ccccc2)cc1 (stereo not given)	-2	-13	-0.8	10	-5	3	1	7	10
O=C(CN1C(=O)CSC1=O)Nc1ccccc1N1CCOCC1	-2	-100	0.6	-3	0	-14	-16&6	6&8	6
C=CCOc1cccc(CNn2cn[nH]c2=S)c1	-1	-20	1.9	-4	-3[fluorescence artefact?]	-9	14	x	1
CC1C(=O)OC(c2ccc(Br)cc2)C(C)(C)C1=O (stereo not given)	x	5	2.3	-7	3	-2	8	7	2
COc1cc2[nH]c(=S)n(Cc3ccc(C)cc3)c(=O)c2cc1OC	-4	0	-1.1	-12	3	-2	-11	6	-5
COCCn1nnnc1C(c1cc2cc(C)ccc2[nH]c1=O)N1CCN(C2CCCCC2)CC1 (stereo not given)	-1	-19	-0.8	-12	-2	6	-2	6	3
O=C(CN1CCN(S(=O)(=O)c2ccc(Cl)cc2)CC1)Nc1ccc(F)cc1F	-5	-11	-1.6	-17	1[fluorescence artefact?]	-6	-9	5	-5
Cc1ccc(S(=O)(=O)N(C)C)cc1NC(=O)[C@H](Cc1ccccc1)N1C(=O)c2ccccc2C1=O	0	-18	1.7	3	2	8	20	10	2
